# Tau ThT inhib = inhibitors of human tau fibril formation, thioflavin T binding | Potency, µM (doses to about 57.4 µM), for the others: at the top dose activity, negative = inhibition, most hits filed as inhibitors | 2.1% of 270,000 active | recombinant tau K18 P301L, heparin-induced fibrillization, ThT fluorescence | P10636 | AID 1460; further: on the % scale 0 is the no-effect control and ±100 the full control effect; nearly all actives have a fitted effect of over 55% in size
# Target sequence (P10636 561-689 P618L limits assumed): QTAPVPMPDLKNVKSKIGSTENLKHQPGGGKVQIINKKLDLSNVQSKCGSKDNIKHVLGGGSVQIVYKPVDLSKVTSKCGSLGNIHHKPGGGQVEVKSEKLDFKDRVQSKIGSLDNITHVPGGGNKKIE
#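 K18 P301L tau (15 uM + 0.24 uM Alexa 594-tagged), heparin 20 uM, NaOAc pH 7, 6 h 37 C; ThT 30 uM, 1 h RT, ex 450/em 510 nm.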
# HTT cytoprotect = Huntington cell model cytoprotection by ATP luminescence | PC12 HTT-Q103 induced, cytoprotection, ATP luminescence, 40 h | Potency, µM (highest dose often 56.4 µM), for the others: cytoprotection (ATP increase), most hits filed as activators | 0.14% of 230,000 active | AID 1471;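 further: % of control where 0% means no effect; nearly all actives have a fitted effect of over 45% in size; toxic huntingtin expression switched on by the ecdysone agonist tebufenozide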
#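 Readout: ATPlite luminescence (ATP level). Model: stable PC12, inducible Htt exon1 Q103-GFP. Inducer: tebufenozide, 100 nM final. Compounds: dose series. No G418 in medium.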
# Tau fluor cs = counter-screen for tau fibril formation inhibitors; tau K18 P301L Alexa594 fluorescence, heparin fibrillization; Potency, µM (highest dose often 57.7 µM), without a hit: at the top dose activity change, negative = decrease; 0.93% of 280,000 active; further: on the % scale 0 is the no-effect control and ±100 the full control effect; nearly all actives have a fitted effect of over 55% in size
#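 Human tau K18 P301L (15 uM unlabeled, 0.24 uM Alexa 594-labeled) in 100 mM sodium acetate pH 7 with 20 uM heparin, 6 hr at 37 C. ThT 30 uM added, 1 hr ambient; Alexa 594 FP and total fluorescence read at 555/632 nm.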
# SMN2 splice up = increases expression of the SMN2 splice variant. HEK293 SMN2-luciferase splicing reporter, luminescence, 30-36 h. Potency, µM (highest dose often 46.1 µM), for the others: at the highest dose activity change, positive = activation, usual class: activators. 2.8% of 210,000 active; further: % of control where 0% means no effect; nearly all actives have a fitted effect of over 55% in size
#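 HEK293 cells carry an SMN2 […]–luciferase reporter in which exon 7 inclusion puts luciferase in frame. Cells were plated 10-12 h before compound addition, then incubated 30-36 h at 37C. ONE-Glo luminescence was read; sodium butyrate at 4.5 mM final served as control.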
# HttQ103 aggreg = reduces HttQ103-GFP aggregates in PC12 cells; 1.1% of 220,000 active; PC12 HttQ103-GFP aggregates, Acumen cytometry, 40 h; Potency, µM (series often up to 46.1 µM), inactives show top-dose activity change, negative = inhibition, hits mostly inhibitors; AID 1688; further: on the % scale 0 is the no-effect control and ±100 the full control effect; nearly all actives have a fitted effect of over 60% in size
#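 Multiplexed with ATP-based cell death, this channel scores GFP aggregates in PC12 cells expressing inducible HTTex1-Q103-GFP. Induction used 100 nM tebufenozide; compounds were tested in concentration series.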
# JMJD2E inh = inhibitors of human JMJD2E histone demethylase; JMJD2E catalytic domain, FDH-coupled NADH fluorescence (FDH is formaldehyde dehydrogenase); Potency, µM (titrated, usually from 57.1 µM), for the others: top-dose activity change, negative = inhibition, usual class: inhibitors; 1.6% of 230,000 active; AID 2147; active means well fitted inhibition curve with a large enough effect, not every such curve was filed as active; inconclusive means small, poorly fitted or top-dose-only effect, or another doubt; inactive means no such curve, though single readings can be large or run the other way;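 further: 0% = wells with enzyme and -100% = buffer wells without enzyme; nearly all actives have a fitted effect of over 50% in size; many of its hits are not listed in these tables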
# Target sequence (B2RXH2 1-337 limits assumed): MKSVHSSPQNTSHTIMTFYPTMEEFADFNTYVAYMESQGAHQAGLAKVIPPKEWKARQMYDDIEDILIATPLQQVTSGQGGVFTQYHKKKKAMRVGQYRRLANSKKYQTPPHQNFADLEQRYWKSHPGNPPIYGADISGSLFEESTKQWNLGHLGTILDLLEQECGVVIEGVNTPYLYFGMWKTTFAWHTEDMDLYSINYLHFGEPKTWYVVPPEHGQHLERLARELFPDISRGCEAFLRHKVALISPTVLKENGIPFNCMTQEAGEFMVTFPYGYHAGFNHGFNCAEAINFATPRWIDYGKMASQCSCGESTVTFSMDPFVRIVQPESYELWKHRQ
# Tau FP inhib = inhibitors of human tau fibril formation; K18 P301L tau heparin fibrillization, Alexa594 FP, 6 h; Potency, µM (highest dose often 57.7 µM), without a hit: at the top dose activity, negative = inhibition, most hits filed as inhibitors; P10636; AID 1468; 0.39% of 280,000 active; further: on the % scale 0 is the no-effect control and ±100 the full control effect; nearly all actives have a fitted effect of over 55% in size
#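 Compound effects on tau fibrillization are measured by Alexa 594 fluorescence polarization (ex 555, em 632 nm). K18 P301L tau is used at 15 uM with 0.24 uM labeled tracer, and 20 uM heparin induces aggregation over 6 hr at 37 C.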
# ALDH1A1 block = inhibitors of human aldehyde dehydrogenase 1A1; Purified ALDH1A1, NADH fluorescence, propionaldehyde substrate; 7.3% of 220,000 active; Potency, µM (titrated, usually from 75.3 µM), for inactives: top-dose activity, negative = inhibition, actives largely listed as inhibitors; AID 1030; P00352; active means well fitted inhibition curve with a large enough effect, not every such curve was filed as active; inconclusive means small, poorly fitted or top-dose-only effect, or another doubt; inactive means no such curve, though single readings can be large or run the other way;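 further: plate controls were no enzyme wells and a reference inhibitor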
# Target sequence (P00352 whole entry, looked up): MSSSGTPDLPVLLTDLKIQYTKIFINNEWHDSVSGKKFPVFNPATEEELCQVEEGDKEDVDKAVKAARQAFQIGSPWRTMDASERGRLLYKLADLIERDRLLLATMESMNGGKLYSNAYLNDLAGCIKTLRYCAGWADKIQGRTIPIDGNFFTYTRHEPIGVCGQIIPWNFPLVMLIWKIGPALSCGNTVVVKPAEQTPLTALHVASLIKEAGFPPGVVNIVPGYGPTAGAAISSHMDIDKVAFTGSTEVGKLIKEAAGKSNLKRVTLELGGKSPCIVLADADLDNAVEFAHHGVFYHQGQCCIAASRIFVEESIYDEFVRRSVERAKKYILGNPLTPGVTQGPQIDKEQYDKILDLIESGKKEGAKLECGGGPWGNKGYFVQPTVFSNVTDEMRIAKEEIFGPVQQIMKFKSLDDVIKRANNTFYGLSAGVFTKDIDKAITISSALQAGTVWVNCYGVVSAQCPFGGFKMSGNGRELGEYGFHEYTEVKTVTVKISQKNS
# An asterisk follows results filed as active; ? = inconclusive; / = no result given; & = joins results of further samples; [ ] = remark or other dose. Unless noted, the call rests on the fitted dose curve; in most records, active means well fitted curve in the direction sought with a large enough effect; inconclusive means small, poorly fitted or top-dose-only effect, or another doubt; inactive means no such curve, though single readings can be large; an effect the other way counts as inactive or inconclusive. Potency means the concentration at half of the fitted maximal effect. Not all compounds are listed; count on the stated rates, not on these rows.
SMILES,Tau ThT inhib,HTT cytoprotect,Tau fluor cs,SMN2 splice up,HttQ103 aggreg,JMJD2E inh,Tau FP inhib,ALDH1A1 block
O=C(N/C(=C\c1ccc(Br)cc1)c1nc2ccccc2[nH]1)c1ccco1,-16.1%,1.4%,-10.1%,-2.8%,12.1%,?,-9.6%,?
CCOc1ccc(NC(=O)c2cn(-c3ccc(OCC)cc3)c(=O)c3cc(OC)c(OC)cc23)cc1,?,-16.6%,-13.5%,3.4%,-4.8%,-10.9%,4.4%,-9.2%
OC(c1ccc(Cl)cc1)C(O)c1nc2ccccc2[nH]1 (stereo not given),0.1%,-3.4%,-6.2%,-8.9%,2.3%,1.6%,-1.0%,9.0%
Cc1nc(NCc2ccccc2)c2nc(-c3ccccc3)n(CCCN3CCOCC3)c2n1,-11.7%,-30.7%[inhibitor],-14.8%,-0.7%,/,?,3.6%,?
CCOc1ccc(-c2nnc(-c3ccco3)o2)cc1OCC,-11.8%,4.9%,-7.6%,-15.3%,19.4%,?,-0.9%,?
CC(=O)NC(CC(C)C)C(=O)NC(=O)NCc1ccccc1 (stereo not given),-9.8%,-5.7%[10 µM],-1.9%,12.5%,9.8%,1.4%,0.4%,5.01µM*
CO[C@H]1COC(=O)[C@@H](C)NC(=O)C/C=C\[C@@H](C)[C@H](OC)COC(=O)C/C=C\[C@@H]1C,-12.3%[11.5 µM],-9.0%[10 µM],-3.7%[11.6 µM],/,/,/,-3.0%[11.6 µM],2.7%[13.5 µM]
COc1cc2cc(C)c3nnc(SCC(=O)Nc4cc(C)on4)n3c2cc1OC,1.6%,-33.6%,-7.3%,3.0%,0.4%,-18.1%,-2.3%,?
O=C(CSCc1ccc(Cl)cc1)NCc1ccccn1,-8.2%,-20.2%[10 µM],1.5%,-3.3%,7.1%,-6.7%,0.4%,?
CCCCCCCCCCCCCCC/C=C/[C@@H](O)[C@H](NC(=O)CCCCCCCCCCCCC)OC (tested in a mixture with another compound),-0.4%,/,-4.9%,-8.0%,/,2.6%,-4.6%,?
NC(=S)Nc1nc2ccccc2s1,-11.4%,-44.8%[inhibitor],-18.6%,28.3%,-11.5%,1.1%,?,?
CCn1nnnc1SCC(=O)Nc1cc(C)on1,-6.6%,-6.9%[10 µM],0.2%,/,1.4%,-2.1%,-0.6%,-7.7%
Cc1cccc(Nc2nc3c(c(=O)n(C)c(=O)n3C)n2Cc2ccccc2)c1,6.9%,-10.7%[10 µM],-4.7%,11.5%,7.4%,43.0%[activator],4.5%,?
N#C/C(=N\Nc1ccc(Cl)cc1)C(=N)N1CCCCC1,8.3%,11.1%,-2.7%,?,-19.3%,0.3%,1.5%,?
Cc1ccc(C)c(N2CCN(c3nc4ccccc4c4nc(CCn5nc(C)cc5C)nn34)CC2)c1,7.1%,/,4.1%,-2.8%,/,/,4.4%,/
Nc1nnc(CC(=O)N/N=C/c2cccc(OCCOc3ccccc3)c2)s1,-8.3%,-4.2%[10 µM],-14.2%,10µM*,1.8%,1.2%,-10.2%,7.4%
COc1cccc(CNS(=O)(=O)c2ccc3c(c2)CCN3C(=O)C2CC2)c1,-12.6%,-20.0%,-13.7%,/,-14.9%,-3.2%,1.4%,-0.5%
CC1(C)CC(=O)C(C(C2=C(O)CC(C)(C)CC2=O)c2ccc(Cl)c([N+](=O)[O-])c2)C(=O)C1 (stereo not given),?,15.1%[10 µM],-7.9%,-6.1%,11.3%[9.22 µM],3.6%,11.4%,-1.5%
CCOC(=O)C1CCCN(S(=O)(=O)c2ccc(C)cc2)C1 (stereo not given),-2.3%,1.2%[10 µM],-4.0%,-9.2%,-24.0%,-14.9%,2.6%,8.91µM*
CCc1ccc(NC(=S)N(Cc2cccnc2)Cc2ccco2)cc1,-7.8%,-27.2%,-14.7%,0.6%,-25.3%,-8.1%,-4.8%,4.3%
CN(Cc1ccccc1)C(=O)CCCn1c(=O)[nH]c2cc(Cl)ccc2c1=O,-13.2%,13.7%,-8.3%,-8.6%,4.6%[9.22 µM],?,4.3%,-8.1%
O=C(Nc1ccccc1C(=O)O)c1ccc(NC(=O)c2ccc(Br)o2)cc1,?,2.24µM*,-13.8%,3.0%,10.2%[1.84 µM],1.2%,5.3%,?
Nc1ncnc2c1ncn2[C@H]1C[C@H](O)[C@@H](COP(=O)(O)O)O1,-4.7%,/,-4.6%,-13.7%,-16.8%,-1.5%,1.1%,-3.0%
O=C(c1cccc(Cl)c1)N(Cc1cccs1)C1CCS(=O)(=O)C1 (stereo not given),-2.8%,-11.8%[0.074 µM],-3.7%,-7.3%,8.4%,-3.4%,-3.9%,7.8%
Cc1nnc(SCC2=C(C(=O)O)N3C(=O)C(NC(=O)c4cc(F)c(F)cc4Cl)C3SC2)s1 (stereo not given),-9.0%,18.0%,8.6%,-3.5%,14.6%,-9.0%,-3.7%,-10.8%

# Limited to HttQ103 aggreg, JMJD2E inh and ALDH1A1 block, for some of the entries so far:
SMILES,HttQ103 aggreg,JMJD2E inh,ALDH1A1 block
CCc1ccc(NC(=S)N(Cc2cccnc2)Cc2ccco2)cc1,-25.3%,-8.1%,4.3%
CN(Cc1ccccc1)C(=O)CCCn1c(=O)[nH]c2cc(Cl)ccc2c1=O,4.6%[9.22 µM],?,-8.1%

# (more compounds)
SMILES,Tau ThT inhib,HTT cytoprotect,Tau fluor cs,SMN2 splice up,HttQ103 aggreg,JMJD2E inh,Tau FP inhib,ALDH1A1 block
O=C1N=C(N2CCCCC2)S/C1=C/C1=Cc2ccccc2OC1,?,-71.2%[inhibitor],3.5%,8.7%,5.3%,-14.6%,9.8%,28.2µM*
CC(OC(=O)CNC(=O)c1ccc2c(c1)OCO2)C(=O)NCCC1=CCCCC1 (stereo not given),-5.8%,6.7%,-1.9%,-2.2%,-11.2%,-3.9%,-0.2%,2.8%
COc1ccc(-c2[nH]c(-c3ccc(F)cc3)nc2SCC(=O)NC2CCCC2)cc1,8.1%,/,-3.3%,-77.6%[inhibitor],-0.3%,-3.5%,5.3%,?
Cc1cc(-n2nc(C)cc2C)nc(N)n1,-17.8%,-16.6%,-3.1%,?,-30.2%,-14.2%,6.5%,-4.1%
CCCN1Cc2cccc(C(=O)NCc3cccs3)c2C1=O,0.9%,-29.3%,-0.6%,?,-2.0%,-2.8%,1.0%,-15.1%
COC(=O)c1nn(-c2cccc(C)c2)c2nnc(Cc3ccc(C)cc3)c(=O)n12,-7.2%,/,-5.2%,-0.8%,-5.9%,11.1%,-0.1%,?
Cc1ccccc1-n1cnnc1SCC(=O)Nc1cccnc1Cl,-2.9%,-0.1%,-6.1%,-13.6%,-6.9%,8.0%,-6.1%,?
COc1ccc(CNC(=O)CCSc2ccc(F)cc2)cc1OC,-6.2%,-1.1%,-5.2%,0.8%,-0.2%,-5.6%,-8.7%,0.1%
C/C(=N\N=C(N)N)c1cccc(Cl)c1,19.0%,-183.2%[inhibitor],11.8%,-20.9%,5.01µM*,?,7.3%,5.9%
C[C@@H]1CN(CCCn2c3ccccc3c3ccccc32)C[C@H](C)N1,-16.4%&-6.9%,-92.1%[inhibitor],-18.5%&-9.1%,/,?,?,-7.6%&0.6%,?
CCCN1CCN(CCCNC(=O)C(CC)n2nc(C)n3c(cc4occc43)c2=O)CC1 (stereo not given),-3.5%,/,-4.6%,5.6%,/,/,-2.0%,/
Clc1ccc(-c2nnc3sc(Cc4cccs4)nn23)cc1,-17.2%,-30.5%,-20.4%,?,-18.0%,-6.1%,0.4%,22.4µM*
CCN(CC)C(=O)CCc1nnc(Cc2cccc(C(F)(F)F)c2)o1,-14.8%,4.9%[10 µM],10.6%[2.34 µM],/,10.8%[9.22 µM],11.9%,?,-8.0%
COCc1cc(=O)n2[nH]c(C(C)(C)C)cc2n1,-4.2%,1.6%[10 µM],-5.3%,/,16.6%[9.22 µM],?,3.6%,/
Cc1ccc(C(=O)O)cc1NC(=S)NC(=O)c1ccc([N+](=O)[O-])cc1Cl,?,/,-15.7%,-24.4%,5.4%,1.2%,-1.9%,?
Fc1c(F)c(C(F)(F)F)c(F)c(F)c1N1CCN(c2ccc3nnc(C(F)(F)F)n3n2)CC1,-6.1%,2.7%,-11.8%,-6.2%,-13.2%,0.5%,-15.9%,4.4%
O=C(c1cc(-c2ccccc2)nc2ccccc12)N1CCc2ccccc2C1,2.4%,-20.7%[10 µM],-1.9%,?,6.8%,-2.5%,5.9%,-2.2%
CCNC(=S)Nc1cccc(Cl)c1C,-13.9%,-0.7%[10 µM],-10.9%,-0.4%,10.9%,7.0%,-1.4%,7.2%
O=C(c1cc2c([nH]c1=O)CCCC2)N1CCc2c([nH]c3ccccc23)C1c1ccccc1F (stereo not given),-17.6%,40.2%[10 µM],-8.0%,/,25.3%[9.22 µM],?,10.4%,-12.7%
COCCCNC(=O)CN(Cc1ccc(Cl)cc1)S(C)(=O)=O,2.3%,8.9%,2.7%,-3.5%,-6.6%,0.6%,6.9%,4.6%
CCn1c2ccccc2c2cc(CN3CCN(C(=O)c4ccco4)CC3)ccc21,?,-0.9%[10 µM],-0.1%,-35.6%[inhibitor],?,-70.8%,3.3%,?
Cc1cc(S(=O)(=O)N2CCC(NC(=O)C34CC5CC(CC(C5)C3)C4)CC2)ccc1-n1cnnn1,-7.1%,-5.4%,-2.6%,-7.3%,0.4%,-3.9%,-0.4%,?
N#Cc1ccccc1NC(=O)CC1c2ccccc2Oc2ccccc21,-2.6%,14.4%[1.9 µM],-10.3%,-6.8%,-13.3%,7.6%,-7.9%,9.1%
CCOC(=O)C1=C(Cn2cnc3ccccc32)NC(=O)NC1c1ccc(Cl)cc1 (stereo not given),-13.6%,-2.8%,-13.8%,-12.7%,-2.0%,1.6%,10.3%,7.2%

# Ordered by value in SMN2 splice up (low to high): some entries from above.
molecule,SMN2 splice up
N#Cc1ccccc1NC(=O)CC1c2ccccc2Oc2ccccc21,-6.8%
CC(OC(=O)CNC(=O)c1ccc2c(c1)OCO2)C(=O)NCCC1=CCCCC1 (stereo not given),-2.2%
COc1ccc(CNC(=O)CCSc2ccc(F)cc2)cc1OC,0.8%
